# Screens from PubChem.
# All columns: NCI-60 one-dose screen, growth in % after 48 h at 10 µM unless noted; 100 = growth as untreated, 0 = no growth, -100 = all killed.
# SF-539: SF-539 CNS cancer; 81,000 tested, 6.8% active; AID 1794752
# SF-295: SF-295 CNS cancer cells; 79,000 tested, 5.6% active
# HCT-116: HCT-116 colon cancer; 82,000 tested, 7.3% active
# SNB-75: SNB-75 CNS cancer | 79,000 tested, 5% active
# SNB-19: SNB-19 CNS cancer cells; 81,000 tested, 2.5% active
# HCC-2998: HCC-2998 colon cancer; 79,000 tested, 4.7% active; AID 1794799
# SF-268: SF-268 CNS cancer cells; 82,000 tested, 3.1% active
# KM12: KM12 colon cancer cells. 82,000 tested, 5% active. AID 1794800
# U251: U251 CNS tumor cells | 80,000 tested, 5.4% active
# An asterisk follows results filed as active; x = not tested or not shown. Rule for the calls: active = growth percent below 10; inactive = the rest.
entry	Structure	SF-539	SF-295	HCT-116	SNB-75	SNB-19
1	N#CC(c1ccc(Cl)cc1)c1c(Cl)cc(-n2ncc(=O)[nH]c2=O)cc1Cl (centres undefined)	98	60	69	91	91
2	COc1ccc(N2C(=O)N(c3ccc(SC)cc3)C(=N)C2=S)cc1	99	95	87	88	106
3	COc1ccc(C2c3sc4c(F)cccc4c3Oc3nc[nH]c(=O)c32)cc1 (centres undefined)	77	88	80	88	79
4	CCCCNC(=O)NC(=O)CS(=O)(=O)c1ccc(C)cc1	117	106	105	109	125
5	O=C(c1ccccc1)c1ccc(-c2ccccc2)cc1	116	97	98	105	99
6	Nc1ccc(I)cc1C(=O)O	95	104	94	89	96
7	Cc1nc(-c2ccccc2)ccc1-c1nnc(SCC(C)C)o1	105	96	101	96	101
8	Nc1nc(N)nc(-c2ccc([N+](=O)[O-])o2)n1	98	109	100	107	99
9	COc1cc2nc(-c3cccc4cccnc34)nc(NC3CCN(Cc4ccccc4)CC3)c2cc1OC	-87*	-87*	-64*	-88*	-78*
10	CCCCCCCOc1ccc(S(=O)(=O)Nc2ccccc2N)cc1	100	98	95	91	92
11	CN1c2ccccc2Sc2cc(/C=N/Nc3cccc(Br)c3)ccc21	94	90	67	88	98
12	O=Nc1c(O)[nH]c2ccccc12	104	104	101	98	106

entry	HCC-2998	SF-268	KM12	U251
1	91	97	83	80
2	98	90	94	86
3	92	82	82	90
4	99	118	114	102
5	104	113	99	101
6	x	112	107	100
7	105	111	100	99
8	x	96	101	104
9	-91*	-69*	-76*	-78*
10	102	93	100	93
11	93	81	52	82
12	100	98	102	97

# (further entries)
entry	Structure	SF-539	SF-295	HCT-116	SNB-75	SNB-19
13	CCCCCCCN(CCCCCCC)C(=N)c1ccnc2ccccc12	-82*	-78*	-84*	-68*	-51*
14	COc1ccc(/C=C2\Oc3cc(OCCN4CCC(Cc5ccccc5)CC4)ccc3C2=O)c(OC)c1	104	104	97	79	99
15	Nc1cccc(-c2ccc(C(=O)Nc3cccc(C(=O)O)c3)o2)c1	89	102	103	85	101
16	COc1ccc2c(c1)/C(=C/c1sc(=S)n(Cc3ccco3)c1O)C=N2	11	28	12	1.2*	45
17	Cc1nc2c(c3nnc(-c4ccccc4)n13)CC(C)c1ccccc1N2C (centres undefined)	110	91	98	104	93
18	Cc1ccc(-c2cc(-c3ccccc3C)[nH]c(=O)c2C#N)s1	91	99	92	72	89
19	NNC(=O)[C@H]1O[C@@H](n2cnc3c(=O)[nH]cnc32)[C@H](O)[C@@H]1O	107	113	102	116	98
20	COc1ccc(C(=O)/C=C/c2ccc(Cl)c(C(F)(F)F)c2)cc1S(N)(=O)=O	-100*	-100*	-72*	-34*	-100*
21	Fc1ccc(CNc2cccc3[nH]c(C(F)(F)F)nc23)cc1	97	90	96	74	79
22	CCOC(=O)C1=C(C)NC(=O)NC1c1ccc(OCc2cn(-c3ccc(C(=O)O)cc3)nn2)cc1 (centres undefined)	94	102	105	98	97
23	C=CC(C)(C)[C@@]12Nc3c(ccc4c3C=CC(C)(C)O4)[C@]1(O)C[C@H]1C(=O)N3CCC[C@H]3C(=O)N12	95	96	75	89	104
24	COC(OC)c1cccc([N+](=O)[O-])c1	99	98	99	94	101

entry	HCC-2998	SF-268	KM12	U251
13	-87*	33	-17*	-87*
14	90	88	101	92
15	104	99	105	99
16	45	53	24	37
17	111	93	91	88
18	111	96	95	91
19	113	105	105	112
20	-88*	-40*	-44*	-69*
21	119	77	91	81
22	88	97	94	x
23	104	89	95	84
24	103	112	114	100

# A few values from the results shown:
# For SNB-75, COc1ccc(C(=O)/C=C/c2ccc(Cl)c(C(F)(F)F)c2)cc1S(N)(=O)=O is entered as -34*
# For HCC-2998, NNC(=O)[C@H]1O[C@@H](n2cnc3c(=O)[nH]cnc32)[C@H](O)[C@@H]1O is entered as 113
# For HCT-116, Cc1nc2c(c3nnc(-c4ccccc4)n13)CC(C)c1ccccc1N2C (centres undefined) is entered as 98
# For SF-539, Cc1ccc(-c2cc(-c3ccccc3C)[nH]c(=O)c2C#N)s1 is entered as 91

# Additional structures follow:
entry	Structure	SF-539	SF-295	HCT-116	SNB-75	SNB-19
25	O=C1[C@@H]2Cc3c([nH]c4ccccc34)[C@@H](c3ccc(Br)cc3)N2C(=O)CN1C1CCN(Cc2c(Cl)cccc2Cl)CC1	84	76	65	60	80
26	O=C(NC(Cc1ccc(O)cc1)C(=O)N=Nc1c(O)[nH]c2ccccc12)c1ccccc1 (centres undefined)	98	97	99	96	97
27	O=C(NC(=S)Nc1ccc(-c2nc3ccccc3[nH]2)cc1)c1ccc2ccccc2c1	-31*	20	4.0*	-62*	66
28	Cc1csc(=N)n1/N=C/c1cccnc1	106	100	110	126	100
29	Cc1ccc(S(=O)(=O)N/N=C/C=N/NS(=O)(=O)c2ccc(C)cc2)cc1	109	118	96	100	104
30	Cc1n[nH]c(=O)n(/N=C\c2c[nH]c3ccccc23)c1=O	104	102	113	84	105
31	CC[C@H](Nc1nc(N)nc(C(F)(F)F)c1C#N)c1nc2cccc(NCc3ccc(C(=O)NO)cc3)c2c(=O)n1-c1ccccc1	95	98	104	80	92
32	O=C1C(/C=N\C(=S)NCc2ccccc2)=C(O)c2ccccc21	109	102	103	84	101
33	COc1ccc(/C=C2\COc3ccc(O)cc3C2=O)cc1OC	83	103	12	91	60
34	CS(=O)(=O)Nc1ccc(Nc2c3ccccc3nc3cc(Cl)ccc23)cc1	31	-14*	17	31	45
35	NC(N)=NC=O	96	92	104	82	99
36	NC(=O)N/N=C\c1c[nH]c2ccccc12	99	103	128	92	107

entry	HCC-2998	SF-268	KM12	U251
25	94	70	73	75
26	x	98	99	98
27	66	51	31	14
28	85	99	97	94
29	90	106	106	100
30	108	100	105	99
31	98	85	104	100
32	98	88	89	93
33	121	93	20	41
34	43	38	48	20
35	126	105	103	99
36	103	93	100	106

# Other results.
entry	Structure	SF-539	SF-295	HCT-116	SNB-75	SNB-19
37	CCCCCCCCCCCCCCCC(=O)N(CCC#N)c1ccc(N(CCC#N)C(=O)CCCCCCCCCCCCCCC)cc1	89	96	100	82	108
38	COc1ccc2c(c1)oc1c(C)c3c(c(C)c12)C(=O)N(CCCCCC#N)C3=O	82	91	84	86	101
39	Nc1ccccc1-c1nn2c(CCC(=O)c3nc4ccccc4[nH]3)nnc2s1	105	108	88	74	87
40	Cc1csc(N/N=C/c2cn(-c3ccccc3)nc2-c2cc3ccccc3oc2=O)n1	98	102	102	92	100
41	COC(=O)CC[C@@H]1O[C@@H](c2ccc(F)cc2)C[C@H]1O	99	105	100	83	109
42	COc1ccc(/C=C/C(=O)c2ccc(NC(=O)CSc3nnc(-c4cc(-c5ccc(OC)cc5)nc5ccccc45)n3-c3ccccc3)cc2)cc1	101	105	97	91	94
43	NS(=O)(=O)c1ccc(C(=O)N2N=C(c3ccccc3)CC2c2ccc(Cl)cc2)cc1 (centres undefined)	98	99	100	93	98
44	CC(C)(Br)CS(=O)(=O)c1ccccc1	84	111	81	97	99
45	CCCCCSc1ccc2nc(NC(=O)OCC)sc2c1	-12*	6.9*	26	0.7*	37
46	Nc1c(-c2nc3ccccc3[nH]2)nnn1-c1cccc(C(F)(F)F)c1	99	89	96	85	100
47	Cn1cc2c(c1)-c1ncncc1CC2	92	106	107	106	109
48	Cc1ccc2c(c1)[nH]c(=S)n2/C=C(\c1ccccc1)S(=O)Cc1ccccc1 (centres undefined)	96	98	97	80	96

entry	HCC-2998	SF-268	KM12	U251
37	113	111	115	114
38	115	91	96	89
39	100	79	99	93
40	115	93	96	104
41	107	103	106	99
42	114	95	101	99
43	106	104	97	95
44	97	89	96	94
45	55	51	20	x
46	118	106	x	94
47	109	103	111	101
48	107	100	103	98

# Limited to SF-268, for two of the compounds above:
nr | smiles | SF-268
48 | Cc1ccc2c(c1)[nH]c(=S)n2/C=C(\c1ccccc1)S(=O)Cc1ccccc1 (centres undefined) | 100
42 | COc1ccc(/C=C/C(=O)c2ccc(NC(=O)CSc3nnc(-c4cc(-c5ccc(OC)cc5)nc5ccccc45)n3-c3ccccc3)cc2)cc1 | 95

# (more compounds)
entry	Structure	SF-539	SF-295	HCT-116	SNB-75	SNB-19
49	O=S(=O)(O)c1cccc2cnccc12	103	102	106	90	98
50	O=C(/C=C(O)/C=C/c1csc2ccccc12)/C=C/c1csc2ccccc12	104	106	98	108	101
51	O=C(/C=C/c1ccc(Cl)cc1)N1CCN(C(=O)/C=C/c2ccc(C(F)(F)F)cc2)CC1	121	120	102	116	103
52	CCOC(=O)c1c2ccncc2n2c(=O)n(-c3cccc(OC)c3)nnc12	98	89	99	90	x
53	Cc1ccc(/C=C2/SC(=S)N(CC(=O)Nc3ncc(Cc4ccc(C)cc4)s3)C2=O)cc1	92	94	99	89	99
54	O=C(/C=C/c1c(-c2ccc(F)cc2)nc2sccn12)c1cccs1	98	115	65	79	92
55	N#C/C(=C/C=C/c1cccc(Cl)c1)S(=O)c1ccccc1 (centres undefined)	-50*	-29*	-86*	-28*	-53*
56	CC(C)Cc1ccc(C(C)C(=O)NCc2ccccc2)cc1 (centres undefined)	96	86	84	105	93
57	Nc1cccc2c1-c1ccccc1C2=O	99	108	96	93	95
58	CCOC(=O)c1cnn2c3ccccc3n(S(=O)(=O)c3ccc(OC)cc3)c12	-3.6*	14	14	61	27
59	COc1ccc2c(c1)N=c1c-2cc2c(O)[nH]c(=S)n2c1=O	-7.8*	26	29	6.9*	60
60	CCCCCCC#Cc1ccc(S(=O)(=O)Nc2cccc(-c3csc(NC(C)=O)n3)c2)cc1	x	89	69	73	109

entry	HCC-2998	SF-268	KM12	U251
49	99	107	112	108
50	109	97	100	107
51	107	112	102	116
52	105	101	109	110
53	106	94	105	95
54	93	92	75	78
55	-89*	-59*	-48*	-90*
56	102	90	82	79
57	101	98	95	93
58	17	45	26	26
59	60	84	43	31
60	87	83	64	71

# Next structures.
entry	Structure	SF-539	SF-295	HCT-116	SNB-75	SNB-19
61	C=C1CCC2C3(C)COC(c4cc(F)cc(F)c4)OC3CCC2(C)C1C/C=C1/C(=O)OCC1O (centres undefined)	-91*	-83*	-69*	-46*	-78*
62	COc1ccc(N2N=C(c3ccc4c(c3)OCCO4)CC2c2cccc(NC(=O)CCCNS(=O)(=O)c3ccc(OC)cc3)c2)cc1 (centres undefined)	89	86	87	77	x
63	COc1ccc(-c2nc3sccn3c2/C=C/C(=O)c2cc(F)cc(F)c2)cc1	93	116	54	42	68
64	Cc1cn(C)cn1	110	105	105	99	107
65	COc1ccc(CSc2nc3ccc(Cl)cc3c(=O)n2-c2ccccc2)cc1	97	91	97	83	95
66	COCC(COC)c1nc2sc3cc(Cl)c(Cl)cc3n2c(=N)c1C#N	97	108	96	88	96
67	N#Cc1cn(-c2ncc(C(N)=O)c(N)n2)nc1N=N	99	99	95	106	103
68	COc1ccc(C2=NN(C(=O)COc3ccc(Cl)cc3)C(O)(c3cc(F)c(Cl)cc3Cl)C2)cc1OC (centres undefined)	31	76	-69*	3.9*	63
69	CCOC(=O)Oc1c(Cl)c(Cl)c(Cl)c(Cl)c1Cl	100	95	101	100	103
70	N[C@H]1CN(C(=O)c2cc3cc(Cl)c(F)c(F)c3[nH]2)C[C@@H]1O	98	105	104	x	98
71	CCCNC(=O)Oc1ccc(/C(=C(/C)Cc2ccc(OC)cc2)c2ccc(OCCN(CC)CC)cc2)cc1	103	106	71	83	93
72	Cc1cn(-c2cccc(NC(=O)c3ccc(C)c(Nc4nccc(-c5cccnc5)n4)c3)c2)cn1	-33*	x	-87*	-45*	51

entry	HCC-2998	SF-268	KM12	U251
61	-80*	37	-78*	-95*
62	112	86	100	86
63	51	82	84	45
64	108	106	105	98
65	108	97	101	97
66	109	112	110	105
67	109	101	104	98
68	78	4.1*	60	55
69	101	96	100	99
70	113	96	108	103
71	94	94	96	76
72	42	16	-95*	x

# Following part
entry	Structure	SF-539	SF-295	HCT-116	SNB-75	SNB-19
73	O=C1c2ccccc2CCC12OC2c1ccc([N+](=O)[O-])cc1 (centres undefined)	94	100	97	94	98
74	CC(=O)NC(CS(=O)(=O)Cc1ccc([N+](=O)[O-])cc1)C(=O)O (centres undefined)	94	102	96	105	102
75	COc1cc([N+](=O)[O-])c2ncccc2c1	102	106	107	95	101
76	ICC1COC(CI)CO1 (centres undefined)	91	100	104	80	94
77	CNc1nc2c(s1)C(c1cc(OC)c(OC)c(OC)c1)CC(=O)N2 (centres undefined)	88	104	96	67	89
78	Nc1cc(=O)n(C(=O)CSc2ncnc3c2c(-c2ccccc2)cn3-c2ccc(Cl)cc2)[nH]1	95	92	96	x	91
79	N#CC(C#N)=Cc1cc2ccccc2n2nnnc12	105	92	92	96	89
80	O=C(O)c1ccc(Cn2cc(CSc3nc4ccccc4s3)nn2)cc1	97	90	98	81	99
81	CCCCN1CCN(c2ccc3nc(-c4ccc5nc(-c6cc(OC)c(OC)c(OC)c6)[nH]c5c4)[nH]c3c2)CC1	61	59	41	39	72
82	CNC(=O)OC(C)(C)C#N	111	91	93	67	97
83	Nc1ccc(Nc2ccc([N+](=O)[O-])c3nonc23)cc1	112	117	89	99	103
84	C=C(C)[C@@H]1CC[C@]2(C(=O)O)CC[C@]3(C)[C@H](CC[C@@H]4[C@@]5(C)C[C@@H](Cc6cn([C@H]7C[C@H](n8cc(C)c(=O)[nH]c8=O)O[C@@H]7CO)nn6)[C@H](O)C(C)(C)[C@@H]5CC[C@]43C)[C@@H]12	90	89	62	x	88
85	NCCCNC(=O)OCc1ccc2c(Cl)cc(Cl)c(O)c2n1	89	66	82	73	77

entry	HCC-2998	SF-268	KM12	U251
73	108	106	109	97
74	104	116	111	102
75	113	97	106	102
76	110	114	105	98
77	102	93	95	93
78	99	93	99	99
79	93	99	93	92
80	104	87	98	92
81	100	72	59	56
82	99	107	99	x
83	121	105	112	101
84	90	71	62	79
85	103	73	74	69
